Source: PubChem (Sanford-Burnham Center for Chemical Genomics)
EBI2 block: EBI2 receptor antagonists, beta-arrestin recruitment, primary screen, cell-based, luminescence, 7a,25-OHC stimulation, uHTS; 7a,25-OHC stimulated; actives 0.81% (n = 360,000); AID 651636, 2012; inhibition, % at 5 µM; in the data active = inhibition above about 38%;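 also: enzyme fragment complementation signal reports receptor beta-arrestin coupling in cells; 0% = agonist plus DMSO wells and 100% = wells without agonist; some results beyond the cut were filed as inactive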
Target sequence (P32249 whole entry, looked up, the tested form may be a part): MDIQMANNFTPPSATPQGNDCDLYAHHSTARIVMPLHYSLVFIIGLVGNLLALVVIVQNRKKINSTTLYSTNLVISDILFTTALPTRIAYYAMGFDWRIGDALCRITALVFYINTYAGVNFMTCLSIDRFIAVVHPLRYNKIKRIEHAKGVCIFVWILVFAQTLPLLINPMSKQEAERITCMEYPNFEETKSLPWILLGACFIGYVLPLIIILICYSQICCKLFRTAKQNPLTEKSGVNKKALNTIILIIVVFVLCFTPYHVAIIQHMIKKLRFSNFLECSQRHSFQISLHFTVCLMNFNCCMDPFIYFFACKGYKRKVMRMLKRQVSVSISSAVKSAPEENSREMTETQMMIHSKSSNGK
CXCR6 inh: CXCR6 receptor inhibitors, primary screen, cell-based, beta-arrestin, luminescence, CHO-K1 PathHunter, 1536-well; inhibition, % at 20 µM; actives 0.36% (n = 360,000); in the data active = inhibition above about 34%, passing the limit was not always enough;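 also: antagonist mode with CXCL16 agonist at 10 nM final; 0% = 10 nM CXCL16 with DMSO and 100% = unstimulated wells without agonist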
Target sequence (O00574 whole entry, looked up): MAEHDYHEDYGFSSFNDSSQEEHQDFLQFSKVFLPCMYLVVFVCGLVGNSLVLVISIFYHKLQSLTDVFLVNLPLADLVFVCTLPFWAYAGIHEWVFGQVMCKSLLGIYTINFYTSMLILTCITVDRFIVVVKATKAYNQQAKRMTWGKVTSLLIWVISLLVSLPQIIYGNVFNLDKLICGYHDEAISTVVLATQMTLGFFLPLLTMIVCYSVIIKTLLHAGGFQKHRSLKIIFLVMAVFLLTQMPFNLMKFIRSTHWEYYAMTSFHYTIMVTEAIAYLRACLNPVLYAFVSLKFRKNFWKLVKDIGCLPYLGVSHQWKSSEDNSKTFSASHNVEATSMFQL
* hit, by the source's call; & = joins results of further samples. A portion of the library. The share of hits here may be higher or lower than overall.

`Cc1ccc(Cc2c(C3CCCCC3)nc3c(C)cc(Br)cn23)cc1` gave EBI2 block 15 and CXCR6 inh 4.
Screening CC(=O)Nc1cccc(-c2ccnc3c2CC(C(=O)Nc2cccc(OC(F)(F)F)c2)O3)c1 (stereo not given) returned EBI2 block -53 and CXCR6 inh -6.
Screening O=c1[nH]c(=S)[nH]c2c1[C@H](CCc1cccc(Cl)c1)O[C@H](C1CCCC1)C2 returned EBI2 block 5 and CXCR6 inh -2.
Screening CN(C)c1ccc(-c2ccnc3c2CC(C)(C(=O)NCc2ccco2)O3)cc1 (stereo not given) returned EBI2 block 6 and CXCR6 inh 0.
`N#Cc1ccccc1NC(=O)C1CCCO1` (stereo not given) gave EBI2 block -15 and CXCR6 inh 1.
`CNc1cncc(-c2ccc(F)c(F)c2)n1` gave EBI2 block 5 and CXCR6 inh -3.
CCc1nc2ccc(C(=O)NCCc3c[nH]c4ccccc34)cn2c1N(C=O)CCC(C)C was read as EBI2 block 27 and CXCR6 inh -2.
CCC[C@H]1CN(c2ccccc2)C(=O)[C@@H]1CC(=O)Nc1ccc(OC)cc1 was read as EBI2 block -17 and CXCR6 inh 3.
Screening CCN(c1ccc(OC)cc1)S(=O)(=O)N1CCCC(C(=O)NC(C)c2ccccc2)C1 (stereo not given) returned EBI2 block 0 and CXCR6 inh 12.
`O=C(CCCN1CCC(C(O)c2ccc(F)cc2)CC1)c1ccc(F)cc1` (stereo not given) gave EBI2 block 2 and CXCR6 inh 0.
For Cc1ccc(C=NNC(=O)C(=O)Nc2ccc(Cl)c([N+](=O)[O-])c2)cc1 the results were EBI2 block 3 and CXCR6 inh 2.
For COc1ccc(-c2coc3c(C(=O)N4CCN(C)CC4)cccc23)c(C)c1 the results were EBI2 block -2 and CXCR6 inh -10.
`CC(=O)Oc1ccc(N(C(C)=O)S(=O)(=O)c2ccccc2)c2ccccc12` gave EBI2 block -23 and CXCR6 inh -14.
`COc1cccc(CN2CCC2(C)C(=O)NCc2cccc(C(F)(F)F)c2)c1OC` (stereo not given) gave EBI2 block 5 and CXCR6 inh -1.
`Cc1ccc(S(=O)(=O)N(C)C[C@@H]2OCc3cn(nn3)CCCC(=O)N([C@@H](C)CO)C[C@H]2C)cc1` gave EBI2 block -6 and CXCR6 inh 8.
CCOc1ccc(Nc2ccc(S(=O)(=O)N3CCOCC3)cc2[N+](=O)[O-])cc1 was read as EBI2 block 20 and CXCR6 inh 1.
Screening COc1ccc(S(=O)(=O)Nc2ccc3c(c2)C(=O)N([C@@H](C)CO)C[C@@H](C)[C@H](CN(C)C(=O)CCCN(C)C)OCCCC[C@H](C)O3)cc1 returned EBI2 block -4 and CXCR6 inh 0.
`Nc1ncnc2c1ncn2[C@@H]1O[C@H](C(=O)N2CCSC2)[C@@H](O)[C@H]1O` gave EBI2 block -6 and CXCR6 inh -6.
Screening CN1CCN(C(=O)c2ccc(-c3ccc(F)c(F)c3)c3ccoc23)CC1 returned EBI2 block -5 and CXCR6 inh -10.
COc1ccc(NC(=O)C[C@H]2C(=O)N(C3CCCCC3)C[C@@H]2C)cc1 was read as EBI2 block -9 and CXCR6 inh -4.
CCCCCC(=O)N1C[C@@H](O)[C@H](n2cc(COC(=O)c3ccccc3)nn2)C[C@@H]1c1ccc(OC)cc1 was read as EBI2 block -4 and CXCR6 inh 1.
CC1(Oc2ccccc2)CCN(Cc2ccc(-c3ccccn3)cc2)C1 (stereo not given) was read as EBI2 block -42 and CXCR6 inh 0.
CCCCNC(=O)c1nc(C2CCN(S(=O)(=O)c3c(F)cccc3F)CC2)oc1-c1cccc(C(F)(F)F)c1 was read as EBI2 block 18 and CXCR6 inh -1.
For CC(C)N(C)c1ncnc2c1ncn2[C@H]1CN(Cc2cccs2)C[C@@H](CO)O1 the results were EBI2 block 7 and CXCR6 inh 0.
COc1ccc(NS(=O)(=O)c2ccc(C)c(C(=O)NCCCn3ccnc3)c2)cc1 was read as EBI2 block -7 and CXCR6 inh 5.
`COc1cc(OC)cc(-c2noc([C@@H]3O[C@H](CO)[C@@H](O)[C@H]3O)n2)c1` gave EBI2 block -12 and CXCR6 inh -1.
`CCOC(=O)C1(C)CCN1C(=O)c1ccc(OC)c(C(F)(F)F)c1` (stereo not given) gave EBI2 block -3 and CXCR6 inh -2.
Screening NC(c1csc(NC(=O)Nc2cccc(Cl)c2)n1)C1CCCCC1 (stereo not given) returned EBI2 block 0 and CXCR6 inh -13.
Screening COc1cc(C(O)c2nc(-c3cncnc3)cs2)ccc1F (stereo not given) returned EBI2 block -3 and CXCR6 inh -3.
C(=C\c1ccccc1)/CN1CCN(C(CCc2ccccc2)c2nnnn2C2CCCCC2)CC1 (stereo not given) was read as EBI2 block 38 and CXCR6 inh 14.
COC(=O)N1CCCCC1c1cc(C(=O)NCc2ccccc2)no1 (stereo not given) was read as EBI2 block -4 and CXCR6 inh 3.
Cc1ccccc1CC1(C)C(=O)Nc2ccc(S(=O)(=O)NC3CCCCC3)cc21 (stereo not given) was read as EBI2 block 11 and CXCR6 inh -8.
For Cc1ccc(Cc2c(-c3ccc(F)cc3)nc3c(C)cc(Br)cn23)cc1 the results were EBI2 block -3 and CXCR6 inh -11.
`Cc1cc(N(C)C)cc(C)c1N=Nc1cc[n+]([O-])cc1` gave EBI2 block -7 and CXCR6 inh 13.
For O=C(Nc1ccc(F)c(Cl)c1)c1csc(COCCO)n1 the results were EBI2 block -8 and CXCR6 inh -2.
CCCC#Cc1ccc2c(c1)O[C@H](CN(C)C(=O)CC1CC1)[C@H](C)CN([C@@H](C)CO)S2(=O)=O was read as EBI2 block 2 and CXCR6 inh 8.
For Cc1cc(C)c2c(CN3CCCCCCC3)cc(=O)oc2c1 the results were EBI2 block -1 and CXCR6 inh 3.
O=C(c1ccoc1)N1CCN(c2cc(-c3ccccc3)nc3cc(-c4ccccc4)nn23)CC1 was read as EBI2 block 23 and CXCR6 inh -2.
`O=C(OCc1ccccc1)N1CCC2CC1c1cc(/C=C/CCCSc3ncccn3)ccc12` (stereo not given) gave EBI2 block 16 and CXCR6 inh 14.
`COc1ccccc1Cn1c(C)c(C(=O)NCc2cccc(C)c2)sc1=O` gave EBI2 block 8 and CXCR6 inh 1.
For CCNC(=O)C1(C)CCCN(Cc2cccc3c2OCCO3)C1 (stereo not given) the results were EBI2 block -2 and CXCR6 inh 5.
O=C(NC(c1ccccc1)c1ccc2ccccc2n1)C1CCN(CCOc2ccc(Cl)cc2Cl)CC1 (stereo not given) was read as EBI2 block 40 and CXCR6 inh 10.
For C[C@H](CO)N1C[C@H](C)[C@H](CN(C)Cc2ccc(Oc3ccccc3)cc2)Oc2cc(Br)ccc2S1(=O)=O the results were EBI2 block 9 and CXCR6 inh -4.
Screening CC1(C)C2CCC(CN)C1C2 (stereo not given) returned EBI2 block -7 and CXCR6 inh 4.
COc1ccc(-n2nnnc2C(CCSC)N2CCN(C/C=C/c3ccccc3)CC2)cc1 (stereo not given) was read as EBI2 block 13 and CXCR6 inh 3.
`CCOC(=O)C1(C)CCCN(C(=O)c2cc(C)on2)C1` (stereo not given) gave EBI2 block -2 and CXCR6 inh 2.
Screening O=C(Nc1ccccc1OC(F)F)c1ccc(N2CCCC2=O)cc1 returned EBI2 block -3 and CXCR6 inh -4.
CC(=O)Nc1ccc(CN2C(=O)C(Cc3ccccc3)ON=C2c2ncccc2C)cc1 (stereo not given) was read as EBI2 block 0 and CXCR6 inh 6.
Screening CNc1ccc2ncc(-c3ccccc3C(C)=O)n2n1 returned EBI2 block 1 and CXCR6 inh -1.
`CC(=O)c1ccc2c(c1)N(Cc1ccccc1)C(=O)C(C)S2` (stereo not given) gave EBI2 block 9 and CXCR6 inh 9.
`CC(C)C[C@@H](CN1CCC[C@H]1CN1C(=O)C(=O)NC[C@@H]1Cc1ccc(O)cc1)N1C[C@H](Cc2ccc(O)cc2)N(CCc2ccccc2)C(=O)C1=O` gave EBI2 block -12 and CXCR6 inh -1.
`O=C(CCCN1C(=O)C(=Cc2ccc3c(c2)OCO3)SC1=S)Nc1ccc(C(=O)O)c(O)c1` gave EBI2 block 8 and CXCR6 inh 6.
`C#CCN(C[C@@H]1[C@@H](OC(=O)NC2CC2)[C@@H](OC(=O)NC2CC2)Cn2c(=O)n(CCCCCC)c(=O)n21)S(=O)(=O)c1ccc(C)cc1` gave EBI2 block 9 and CXCR6 inh 7.
`C=CCNc1ncnc2c1ncn2[C@H]1CN(CCN2CCOCC2)C[C@@H](CO)O1` gave EBI2 block -7 and CXCR6 inh -2.
For Nc1ccn([C@@H]2O[C@H](CNCc3cccc(OC4CCCC4)c3)[C@@H](O)[C@H]2O)c(=O)n1 the results were EBI2 block 5 and CXCR6 inh 0.
`CC1(C(=O)NS(=O)(=O)c2ccc(C#N)cc2)CCN1C(=O)Cc1ccc(-c2ccccc2)cc1` (stereo not given) gave EBI2 block -8 and CXCR6 inh -1.
Screening COc1cccc(CNc2nc3cc(-c4ccccc4)sc3c(=O)n2C)c1OC returned EBI2 block 17 and CXCR6 inh -5.
COc1ccc(C(=O)Nc2nc(CC(=O)NCc3c(F)cccc3F)cs2)cc1 was read as EBI2 block 7 and CXCR6 inh -11.
For CCc1nc2c(OCCOC)cccn2c1N(C)C(=O)c1ccco1 the results were EBI2 block -12 and CXCR6 inh -4.
COc1ccc(CCN2C(=O)c3ccccc3C2c2nnnn2C(C)C)cc1OC (stereo not given) was read as EBI2 block -2 and CXCR6 inh 3.

2 compounds drawn at random from the list so far:
For Nc1ccn([C@@H]2O[C@H](CNCc3cccc(OC4CCCC4)c3)[C@@H](O)[C@H]2O)c(=O)n1 the results were EBI2 block 5 and CXCR6 inh 0.
`CC1(C(=O)NS(=O)(=O)c2ccc(C#N)cc2)CCN1C(=O)Cc1ccc(-c2ccccc2)cc1` (stereo not given) gave EBI2 block -8 and CXCR6 inh -1.

(listing goes on)
CC(=O)Nc1cccc(-c2cc(N3CCN(CCO)CC3)n3nccc3n2)c1 was read as EBI2 block -4 and CXCR6 inh -10.
Screening CN1CCN(c2ncnc3c2ncn3[C@H]2CN(Cc3ccco3)C[C@@H](CO)O2)CC1 returned EBI2 block -6 and CXCR6 inh -1.
NC(c1csc(Nc2ccc(C(=O)c3ccccc3)cc2)n1)c1ccccc1Cl (stereo not given) was read as EBI2 block 2 and CXCR6 inh 0.
For C[C@@H]1CN([C@H](C)CO)C(=O)CCCn2nncc2CO[C@H]1CN(C)C(=O)Nc1ccc(N2CCCCC2)cc1 the results were EBI2 block -7 and CXCR6 inh -1.
Screening O=C(Nc1ccn(CCCN2CCN(Cc3ccc(F)cc3)CC2)c(=O)n1)OCc1ccccc1 returned EBI2 block -3 and CXCR6 inh 10.
`CC(=O)C1=CCC(c2ccc(Cl)cc2)N(S(=O)(=O)c2ccc(C)cc2)C1` (stereo not given) gave EBI2 block -2&4 and CXCR6 inh -13&-7.
Screening COc1ccccc1CNC(=O)c1cc(-c2ccc(F)cc2OC)n[nH]1 returned EBI2 block 5 and CXCR6 inh 1.
Screening COc1ccc(C(=O)Nc2ccc3nc4n(c(=O)c3c2)CCCCC4)cc1OC returned EBI2 block 5 and CXCR6 inh -4.
Screening CCCOc1ccc(F)cc1-c1cc(C(=O)NCc2ccc(C(F)(F)F)cc2)[nH]n1 returned EBI2 block 3 and CXCR6 inh -15.
Screening O=C(O)c1cccc(NC(=O)c2ccccc2NC(=O)c2cccs2)c1 returned EBI2 block -1 and CXCR6 inh -6.
Screening COc1ccc(CNC(=O)c2sc(=O)n(Cc3ccc(C)cc3)c2C)cc1OC returned EBI2 block 1 and CXCR6 inh 6.
For CC1(C(=O)NS(=O)(=O)Cc2cccc(Cl)c2)CCN1C(=O)Cc1ccc(Cl)cc1Cl (stereo not given) the results were EBI2 block -1 and CXCR6 inh -17.
Cc1ccc(CN2CC(N3CCN(C)CC3)CS2(=O)=O)cc1 (stereo not given) was read as EBI2 block 0 and CXCR6 inh 0.
`CN(C)S(=O)(=O)c1cccc(C(=O)N2CCN(S(=O)(=O)c3ccc4c(c3)OCCO4)CC2)c1` gave EBI2 block 1 and CXCR6 inh -6.
For Cc1ccc(Cl)cc1N1C(=O)CC(Sc2ccccc2N)C1=O (stereo not given) the results were EBI2 block 0 and CXCR6 inh -2.
`CC1(C)CN(Cc2cccnc2)C(=O)[C@H]1CC(=O)Nc1ccc(Br)cc1` gave EBI2 block -12 and CXCR6 inh -7.
Screening CCOc1cc(OCC)cc(C(=O)N2CCC[C@H]2C(=O)N2CCC[C@H]2C(=O)N(C)Cc2ccccc2)c1 returned EBI2 block -3 and CXCR6 inh -4.
For COc1ccc(NC(=O)c2cc(-c3ccc(F)cc3C)n[nH]2)cc1OC the results were EBI2 block 3 and CXCR6 inh 0.

Among those listed so far, these contain a Cl atom:
Screening O=c1[nH]c(=S)[nH]c2c1[C@H](CCc1cccc(Cl)c1)O[C@H](C1CCCC1)C2 returned EBI2 block 5 and CXCR6 inh -2.
For Cc1ccc(C=NNC(=O)C(=O)Nc2ccc(Cl)c([N+](=O)[O-])c2)cc1 the results were EBI2 block 3 and CXCR6 inh 2.
Screening NC(c1csc(NC(=O)Nc2cccc(Cl)c2)n1)C1CCCCC1 (stereo not given) returned EBI2 block 0 and CXCR6 inh -13.
For O=C(Nc1ccc(F)c(Cl)c1)c1csc(COCCO)n1 the results were EBI2 block -8 and CXCR6 inh -2.
O=C(NC(c1ccccc1)c1ccc2ccccc2n1)C1CCN(CCOc2ccc(Cl)cc2Cl)CC1 (stereo not given) was read as EBI2 block 40 and CXCR6 inh 10.
NC(c1csc(Nc2ccc(C(=O)c3ccccc3)cc2)n1)c1ccccc1Cl (stereo not given) was read as EBI2 block 2 and CXCR6 inh 0.
`CC(=O)C1=CCC(c2ccc(Cl)cc2)N(S(=O)(=O)c2ccc(C)cc2)C1` (stereo not given) gave EBI2 block -2&4 and CXCR6 inh -13&-7.
For CC1(C(=O)NS(=O)(=O)Cc2cccc(Cl)c2)CCN1C(=O)Cc1ccc(Cl)cc1Cl (stereo not given) the results were EBI2 block -1 and CXCR6 inh -17.
For Cc1ccc(Cl)cc1N1C(=O)CC(Sc2ccccc2N)C1=O (stereo not given) the results were EBI2 block 0 and CXCR6 inh -2.
